Screening results (PubChem)
STK33 kinase inh: human STK33 kinase inhibition | purified STK33, MBP phosphorylation, ADP-Glo luminescence | inhibition, % at 10 µM | 320,000 tested, 0.073% active | AID 2661;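 active means inhibition at or above 25%, using the most active replicate where run in duplicate; inactive means inhibition below 25%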
Kir21 inh: inhibitors of mouse Kir2.1 inward-rectifier potassium channel; P35561; HEK293-Kir2.1, FluxOR thallium flux fluorescence; active compounds read low; 310,000 tested, 0.85% active; B-score at 10 µM;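 active means fluorescence ratio B-score at or below minus 3 SD of library scores, with starting-brightness B-score within 2 SD, cut at about -4.2 in these data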;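 further: channel flux triggered by added potassium and thallium sulfate stimulus; B-score of peak minus minimum fluorescence over baseline after thallium stimulus; more negative B-score means stronger Kir2.1 block with less thallium influx; some compounds called inactive have numbers as strong as hits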
KCNQ2 inh: KCNQ2 channel blockers in CHO-K1 cells – cell-based, FluxOR thallium flux, B-score, primary screen (AID 2156). O88943. 20 min; active compounds read low. B-score at 10 µM. 310,000 tested, 1.1% active;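 active means fluorescence ratio B-score at most minus 3 library SDs, with starting brightness B-score within 2 library SDs, cut at about -5.5 in these data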
Target sequence (O88943 whole entry, looked up): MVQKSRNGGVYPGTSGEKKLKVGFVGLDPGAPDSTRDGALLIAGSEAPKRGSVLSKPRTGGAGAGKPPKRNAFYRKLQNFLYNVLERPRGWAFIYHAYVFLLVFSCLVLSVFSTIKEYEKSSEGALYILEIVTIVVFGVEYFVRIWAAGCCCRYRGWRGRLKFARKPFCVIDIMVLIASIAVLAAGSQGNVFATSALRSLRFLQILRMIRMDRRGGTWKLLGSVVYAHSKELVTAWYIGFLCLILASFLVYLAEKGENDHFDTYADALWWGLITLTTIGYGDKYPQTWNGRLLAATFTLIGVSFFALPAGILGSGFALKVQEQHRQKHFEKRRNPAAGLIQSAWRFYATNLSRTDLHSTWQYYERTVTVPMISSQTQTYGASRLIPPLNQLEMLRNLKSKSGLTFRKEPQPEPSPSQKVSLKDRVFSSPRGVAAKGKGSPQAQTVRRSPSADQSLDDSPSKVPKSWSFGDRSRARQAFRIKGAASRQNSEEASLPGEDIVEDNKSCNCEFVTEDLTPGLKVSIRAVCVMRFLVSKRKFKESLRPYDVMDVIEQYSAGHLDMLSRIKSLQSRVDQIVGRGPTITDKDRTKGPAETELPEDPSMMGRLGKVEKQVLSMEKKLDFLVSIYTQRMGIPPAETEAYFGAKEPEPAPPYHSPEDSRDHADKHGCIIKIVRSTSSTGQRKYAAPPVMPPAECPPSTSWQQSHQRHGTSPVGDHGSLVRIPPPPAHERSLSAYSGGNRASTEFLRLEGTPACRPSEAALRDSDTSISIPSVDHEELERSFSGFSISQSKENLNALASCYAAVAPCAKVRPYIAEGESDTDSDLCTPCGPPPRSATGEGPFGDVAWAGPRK
The depositor's hits bear a star; i = inactive; . = not tested or not shown.

STK33 kinase inh	Kir21 inh	SMILES	KCNQ2 inh
-0.2	-0.06	O=C(CN1CCOCC1)NNc1c2ccccc2nc2ccccc12	i
1.9	-0.51	Cc1c(C)c2c(OCC(=O)Nc3ccc(CCO)cc3)cc3c(c2oc1=O)CCC(C)(C)O3	i
-3.5	0.88	CCOC(=S)SCC(=O)Nc1nccs1	i
-1.2	0.88	CCOc1ccc(NC(=O)C2CCCN(c3cnccn3)C2)cc1 (stereo not given)	i
-1.2	-0.22	CCn1cc(C(=O)NCc2ccco2)c(=O)c2cc(S(=O)(=O)N3CCCCCC3)ccc21	i
-0.7	0.7	COc1cccc(/C=N/NC(=O)c2cc3c(OC)cccc3[nH]2)c1OC	i
-0.7	0.32	CCn1cc(/C=N\NC(=O)Cc2ccc([N+](=O)[O-])cc2)c(C)n1	i
-3.0	-0.89	CCc1nc2ccc(C(=O)NCCCN3CCN(c4ccccc4F)CC3)cc2nc1CC	i
-2.7	-2.19	COCCn1c(SCc2nc3cc(OC)c(OC)cc3c(=O)[nH]2)nnc1-c1ccncc1	i
-1.5	-0.22	CN(C)S(=O)(=O)c1cccc(C(=O)NC(=S)N(CCC#N)Cc2cccnc2)c1	i
-0.6	0.59	CNC(=O)c1sc(Nc2cc(C)ccc2C)nc1C	i
1.9	0.4	O=C(CCc1nnc2n(Cc3ccccc3)c(=O)c3ccccc3n12)NCCCN1CCCCC1	i
0.1	0.02	COc1ccc(NC(=O)CSc2nnc(-c3ccco3)c(-c3ccco3)n2)cc1OC	i
.	0.86	O=C(NNc1nc2ccccc2s1)c1ccc(F)cc1	i
0.1	0.26	O=[N+]([O-])c1ccc(COc2cccc3cccnc23)cc1	i
0.7	0.16	ONC(=Nc1ccc(Cl)cc1)c1ccccc1	i
0.7	0.03	CCOC(=O)C1CCCN(Cc2ccc(OCc3ccccc3)cc2)C1 (stereo not given)	i
1.7	2.89	O=C(COc1ccccc1/C=C1\SC(=O)NC1=O)Nc1ccccc1	i
0.7	0.01	COCCn1c(SCC(=O)Nc2cc(C)on2)nc2c(c1=O)SCC2	i
-0.5	-2.58	CCCCC1CCC(C(=O)N(CC(C)C)c2c(N)n(Cc3ccccc3)c(=O)[nH]c2=O)CC1 (stereo not given)	i
-0.5	0.37	Cc1cc(NC(=O)CN(C)C)c([N+](=O)[O-])cc1C	i
1.3	0.52	Cc1ccc(C)c(NC(=O)CN(C)C(=O)c2cc(-c3cccs3)nn2-c2ccccc2)c1	i
2.9	0.01	O=C(NCCc1csc(-c2cccc(F)c2)n1)c1ccco1	i
.	1.98	COc1ccc(/C=C(\C#N)C(=O)N2CCOCC2)cc1Br	i
-0.6	-0.44	COc1cccc(OCC(O)CN2CCN(c3ccc(Cl)cc3)CC2)c1 (stereo not given)	i
-1.3	-0.63	CN1CCN(S(=O)(=O)c2cccc(C(=O)N(Cc3nnc(-c4ccccc4Cl)o3)C3CC3)c2)CC1	i
-2.9	0.15	Cc1cc(C)c2c3c(sc2n1)C(=O)N(C)CC(=O)N3	i
-0.4	-0.05	CCOC(=O)c1c(NC(=O)CC(C)C)sc(C(C)=O)c1C	i
-1.0	0.85	Cc1c(C=Nc2ccc(S(=O)(=O)N(C)C)cc2)c(O)[nH]c(=O)c1C#N	i
-1.3	0.23	COCCn1c(SCc2ccc(F)cc2)nc2c1c(=O)[nH]c(=O)n2C	i
.	1.81	CN(C)S(=O)(=O)c1cccc(NC(=O)CCCc2nc3ccccc3c(=O)[nH]2)c1	i
.	0.06	Cc1cc(C)cc(-n2c(C)cc(/C=N/NC(=O)CN(c3c(C)cccc3C)S(C)(=O)=O)c2C)c1	i

In a second layout: results already given
Under each structure: STK33 kinase inh | Kir21 inh | KCNQ2 inh
CCCCC1CCC(C(=O)N(CC(C)C)c2c(N)n(Cc3ccccc3)c(=O)[nH]c2=O)CC1 (stereo not given)
    -0.5 | -2.58 | i
Cc1cc(NC(=O)CN(C)C)c([N+](=O)[O-])cc1C
    -0.5 | 0.37 | i
Cc1ccc(C)c(NC(=O)CN(C)C(=O)c2cc(-c3cccs3)nn2-c2ccccc2)c1
    1.3 | 0.52 | i
O=C(NCCc1csc(-c2cccc(F)c2)n1)c1ccco1
    2.9 | 0.01 | i
COc1ccc(/C=C(\C#N)C(=O)N2CCOCC2)cc1Br
    . | 1.98 | i
COc1cccc(OCC(O)CN2CCN(c3ccc(Cl)cc3)CC2)c1 (stereo not given)
    -0.6 | -0.44 | i
CN1CCN(S(=O)(=O)c2cccc(C(=O)N(Cc3nnc(-c4ccccc4Cl)o3)C3CC3)c2)CC1
    -1.3 | -0.63 | i
Cc1cc(C)c2c3c(sc2n1)C(=O)N(C)CC(=O)N3
    -2.9 | 0.15 | i
CCOC(=O)c1c(NC(=O)CC(C)C)sc(C(C)=O)c1C
    -0.4 | -0.05 | i
Cc1c(C=Nc2ccc(S(=O)(=O)N(C)C)cc2)c(O)[nH]c(=O)c1C#N
    -1.0 | 0.85 | i
COCCn1c(SCc2ccc(F)cc2)nc2c1c(=O)[nH]c(=O)n2C
    -1.3 | 0.23 | i
CN(C)S(=O)(=O)c1cccc(NC(=O)CCCc2nc3ccccc3c(=O)[nH]2)c1
    . | 1.81 | i
Cc1cc(C)cc(-n2c(C)cc(/C=N/NC(=O)CN(c3c(C)cccc3C)S(C)(=O)=O)c2C)c1
    . | 0.06 | i

Later entries:
STK33 kinase inh	Kir21 inh	SMILES	KCNQ2 inh
-0.8	-0.77	COc1cc(CN2CCCCCC2)c([N+](=O)[O-])cc1OC	i
-0.2	-0.24	CCCOc1ccc(NC(=O)C2CCCNC2=O)cc1 (stereo not given)	i
-0.3	1.05	Cc1ccc(Cn2c(C3CCCN3c3nc(C)cs3)nc3cc(C(F)(F)F)ccc32)cc1 (stereo not given)	i
2.4	0.01	Cc1ccc(C(=O)COC(=O)CNC(=O)c2ccco2)cc1	i
0.9	0.13	Cc1ccccc1SCCNC(=O)c1ccccc1Br	i
-0.6	1.27	S=c1[nH]nc(-c2ccco2)n1/N=C/c1ccc(Cl)c(Cl)c1	i
0.2	-0.9	O=[N+]([O-])c1ccc(OCCCCN2CCc3ccccc3C2)cc1	i
-0.7	1.48	COc1ccc(CCNC(=O)c2cnc3ccccn3c2=O)cc1	i
-0.7	-0.86	COc1cccc(CNC(=O)CN2C(=O)CSc3ccc(S(=O)(=O)N4CCCC4)cc32)c1	i
-0.6	-0.4	COc1cccc(CN2CCN(C(=O)c3cccc4ccccc34)CC2)c1	i
-0.5	0.18	COc1cc(NC(=O)C2CCCN(c3ncnc4c3nc3n4CCCCC3)C2)cc(OC)c1OC (stereo not given)	i
-3.0	-0.12	COc1ccc(-c2ncnc(C(F)(F)F)c2-c2csc(C)n2)c(O)c1	i
1.4	2.45	Cn1ncc(C#N)c1NC(=O)C1CC(c2ccccc2Cl)=NO1 (stereo not given)	i
-1.0	-0.63	COc1ccc(C(O)Cn2c(=N)n(CCCN(C)C)c3ccccc32)cc1 (stereo not given)	i
1.1	3.14	CC1=NN(c2ccccc2)C(=O)/C1=C\C=C1/N(C)c2ccccc2C1(C)C	i
.	-0.37	Cc1ccn2c(=O)nc(SCC(=O)N3CCCC3)nc2c1	i
-1.9	0	CN1CCN(c2ccc(CNS(=O)(=O)c3ccccc3)cc2)CC1	i
0.9	1.98	C=CCNC(=O)c1onc(CSc2ccccc2)c1C(=O)NCC=C	i
0.1	-0.78	COc1ccc(NC(=O)CN2C(=O)C(C)SC(C)C2=O)c(OC)c1 (stereo not given)	i
-1.0	-0.11	O=C1Cc2ccccc2C(=O)N1Cc1ccccc1	i
-0.2	0.99	Nc1ccc(Br)cc1Br	i
-0.1	0.02	Cc1ccc(Cl)c(OCC(=O)NCc2ccco2)c1	i
-0.3	-0.22	COc1ccc(N2C(=O)C(CC(N)=O)N(NC(=O)CCc3ccccc3)C2=O)cc1 (stereo not given)	i
-2.3	-0.02	CCCOc1ccc(-c2csc(N)n2)cc1[N+](=O)[O-]	i
0.5	1.51	COCCNC(=O)c1cnn2c(C(F)F)cc(-c3ccc(C)cc3)nc12	i
-2.2	0.41	O=C(OCC(=O)N1CCN(C(=O)c2ccco2)CC1)c1cc(=O)c2ccccc2o1	i
-0.4	1.42	CC(C)(C)C(=O)NC(=S)NCc1ccccc1	i
-0.7	-1.93	COc1ccc(C(=O)CSc2n[nH]c(=O)[nH]c2=O)cc1	i
-2.2	-0.42	Cc1ccc(-n2nnnc2CNC(=O)C2CC(=O)N(c3ccccc3)C2)cc1C (stereo not given)	i
-1.6	1.16	Cc1ccc(C2=CSC3=NS(=O)(=O)CCN23)cc1C	i
.	-0.77	CN(C)C(CNS(=O)(=O)c1ccc(Br)cc1)c1cccnc1 (stereo not given)	i
-0.3	-0.76	Cc1cccc(OCCSc2nc(N)cc(N)n2)c1	i
-0.6	0.61	CCCn1c2ccccc2c2cnn(CC(=O)N(CC)CC)c(=O)c21	i
0.4	-0.86	Cc1cc(/C=C2\SC(=O)NC2=O)c(C)n1-c1ccc(N(C)C)cc1	i
0.3	1.65	CC1(C)CC(=O)c2cc(OCC(=O)NCC3CCCO3)ccc2O1 (stereo not given)	i
-3.4	-0.15	C#CC[N+](C)(C)CCCCCCCCCC	i
-1.0	-2.68	CCCCc1nnc(NC(=O)C(C)Sc2nc(C)cc(=O)[nH]2)s1 (stereo not given)	i
-0.2	-0.64	O=C(C[n+]1ccc2ccccc2c1)c1ccccc1	i
-1.1	-0.47	COc1cc(/C=C/c2[nH]c(=O)[nH]c(=O)c2[N+](=O)[O-])ccc1OCCC(C)C	i
.	-0.18	CCN(CC)S(=O)(=O)c1ccc(C(=O)Nc2ccc(Cc3ccncc3)cc2)cc1	i
1.7	-0.13	Cc1cc(C)c(Cn2c(=O)n(CCCC(=O)NCc3ccco3)c(=O)c3sccc32)c(C)c1	i
-1.3	0.12	CCOCCCNS(=O)(=O)c1ccc(NC(=O)c2ccc(OC)c([N+](=O)[O-])c2)cc1	i
-2.8	-0.51	CC(C)NS(=O)(=O)c1ccc(CCC(=O)N2CCCC2)cc1	i
-1.1	-0.13	CC(C)OCCCNCc1cccs1	i
-0.3	1.03	CN(C)c1ccc(-c2cc([C@H]3[C@@H]4C=CCC[C@@]4(C)C(=O)N3Cc3ccccc3)ccc2F)cc1	i
1.1	0.2	CCN(CC)CCCNC(=O)C1c2cc(OC)c(OC)cc2C(=O)N(C)C1c1cccnc1 (stereo not given)	i
-1.3	-0.04	O=C(c1cnc(N2CCN(c3ccccn3)CC2)c2ccccc12)N1CCN(c2cccc(Cl)c2)CC1	-7.93*
0.6	0.19	O=S1(=O)CC2N=C(N(Cc3c(F)cccc3Cl)c3ccccc3F)SC2C1 (stereo not given)	i
1.9	-0.66	COc1ccc(/C=N/NC(=O)CCSc2nc3ccccc3s2)cc1OC	i
-1.5	1.83	O=C(CCN1CCOCC1)Nc1cc(C(=O)Nc2ccccc2F)ccc1N1CC2CC(C1)c1cccc(=O)n1C2 (stereo not given)	i
-0.5	0.36	NC(=O)C1(N2CCCCC2)CCN(C2CC(=O)N(Cc3ccc(N4CCCC4=O)cc3)C2=O)CC1 (stereo not given)	i
1.2	0.09	COc1ccc(CNC(=O)c2ccc3nccnc3c2)cc1	i
-2.0	0.81	COc1ccc(/C(C)=N/NC(=O)CNC(=O)CCc2ccccc2)c(OC)c1	i
-0.8	-0.74	CC1CN(CCc2ccccc2)c2nc3c(c(=O)n(C)c(=O)n3C)n2C1 (stereo not given)	i
0.3	1.41	O=C(c1cc(-c2ccccc2)n[nH]1)N1CCN(S(=O)(=O)c2ccccc2)CC1	i
3.0	0.47	Cc1ccc(SCCN2CCN(CCc3ccccc3)CCC2=O)cc1	i

New compounds follow
STK33 kinase inh	Kir21 inh	SMILES	KCNQ2 inh
1.1	-0.25	c1ccc(Cc2nn[nH]n2)cc1	i
0.3	-0.06	CCc1c(C(=O)Nc2cc(C)cc(C)c2)[nH]c(C)c1C(C)=O	i
-0.4	0.44	NC(=O)COc1ccc(/C=N\NC(=O)CC(=O)NCCc2ccccc2)cc1	i
-2.6	-0.09	O=C(O)CNC(=O)C(c1ccccc1)c1ccccc1	i
0.3	1.31	O=C(O)c1cccc(OCCN2CCCC2=O)c1	i
0.6	-1.14	CN(C1CCCCC1)S(=O)(=O)c1ccccc1	i
-0.5	0.2	O=C1CC2c3ccccc3C1C1C(=O)N(CCO)C(=O)C21 (stereo not given)	i
1.6	-1.96	CC1C(=O)N2CCCc3cc(NS(=O)(=O)c4ccc([N+](=O)[O-])cc4)cc1c32 (stereo not given)	i
-0.5	2.23	CCN(C(=O)Nc1cccc(Cl)c1)c1ccccc1	i
-3.7	-0.04	COc1ccc(C(=O)C2CCCN(C(=O)C3CCOCC3)C2)cc1OC (stereo not given)	i
0.8	2.69	CCc1nc(SCC(=O)c2ccc(Cl)s2)c2oc3ccccc3c2n1	i
2.0	1.85	c1cnc(N2CCSCC2)nc1	i
-0.8	-1.18	O=S(=O)(NCC1CCCO1)c1cnc(Cl)c(Cl)c1 (stereo not given)	i
-0.6	1.39	N=c1ncn(CC(O)CN2CCOCC2)c2nc(N3CCOCC3)[nH]c12 (stereo not given)	i
0.8	1.47	COc1ccc([N+](=O)[O-])cc1NC(=O)CSc1ccc2ccccc2c1	i
-1.8	0.64	CCOC(=O)c1cn(CC)c2cc(N3CCN(C)CC3)c(F)cc2c1=O	i
14.4	-0.62	CCC(Oc1ccc2ccccc2c1)C(=O)O (stereo not given)	i
-0.7	-0.67	COc1cccc(CNC(=O)C2CCN(C(=O)N(C)C)CC2)c1	i
0.0	-0.55	S=C(NC1CCCCC1)N1CCn2cccc2C1c1cccnc1 (stereo not given)	i
-1.7	0.35	Cc1ccccc1N1C(=O)CC(N2CCN(C(=O)c3ccco3)CC2)C1=O (stereo not given)	i
-1.5	-2.69	O=C(CCc1nnc(C2(c3ccc(Cl)cc3)CCC2)o1)N1CCCC(O)C1 (stereo not given)	i

This is a random part of the collection; overall some 1.9% were active at least once.
